Insulin prom up: MIN6 insulin promoter up-regulation. MIN6 insulin promoter-GFP reporter, high-content imaging; hits give high values. z-score at 5 µM. hit rate 0.3% among 190,000;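 active = z-score above 3 at 5 µM with at least 500 cells counted in the well; inconclusive = wells under 500 cells, flagged as cytotoxic or low count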
T cell modulator: T cell immune modulators affecting CD8 T cell-vesicle binding; calls only at 7 µM; AID 2052; hit rate 0.068% among 330,000; 2C CD8+ T cell-vesicle binding, flow cytometry; hits give low values;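 active = response, share of CD8 T cells binding vesicles, and their 90th percentile fluorescence all below set limits, cut at about 80% in these data, passing the limit was not always enough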
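Also added: QL9-peptide-loaded Drosophila micro-vesicles bearing Ld, ICAM-1 and B7-1; Test system: purified 2C TCR transgenic mouse naive CD8+ T cells; Measured by: cytometric PE anti-B7-1 and Alexa647 anti-CD8 signals after 1% paraformaldehyde fixation; Timing: binding step 1.5 h, 37 °C, antibody labelling 20 min, ice.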
b-catenin transl: beta-catenin nuclear translocation modulation; AID 1665; HeLa beta-catenin nuclear translocation, immunofluorescence imaging; nuclear translocation activity, % at 5 µM; hit rate 0.3% among 190,000;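 active = nuclear translocation activity above 50% at 5 µM, with a well cell count of 50 or more; inconclusive = wells under 50 cells across six images, flagged as toxic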;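 also: per-cell ratio of nuclear to cytoplasmic median beta-catenin stain intensity; plate controls were DMSO negative control for no effect and GSK-3 inhibitor IX positive control for full effect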
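Test system: human HeLa cell line; Doses: 5 µM primary, 0.02–20 µM confirmation; Incubation: 24 h compound exposure, 37°C; Detection: beta-catenin immunofluorescence imaging with DAPI; Read-out: beta-catenin nuclear/cytoplasmic ratio, % activation.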
West Nile virus CPE: inhibition of WNV-induced cytopathic effect – cell-based, CPE readout (AID 1621); hit rate 0.02% among 290,000; West Nile virus-infected cells, CPE inhibition; higher % means a stronger effect; CPE inhibition, % at 10 µM; hits with a dose series show IC50 in µM; in the data active = a potency from the dose series; inconclusive = CPE inhibition mostly from about 3.7% at the one dose, without a potency; inactive = the rest, 99 in 100 with CPE inhibition below about 2.2%; also: strong numbers were not always called active
MT stabilizer: microtubule stabilizers in HeLa cells. hit rate 0.83% among 200,000. AID 2205. HeLa tubulin immunostaining HCS, 24 h; share of cells brighter than vehicle mean+2SD. % tubulin-high responders, % at 10 µM;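 active = plate Z-score above 3 for both tubulin-high and condensed-nucleus cell shares, with cell loss under 80%, at 10 µM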;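 also: anti alpha tubulin signal scored within the nucleus-defined area of each cell; some results filed as inactive read as strong as hits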
Myeloid diff 2: compounds promoting myeloid differentiation; ER-HoxA9 myeloid progenitors, lysozyme-GFP differentiation, flow cytometry; calls only at 10 µM; hit rate 1% among 360,000;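 active = normalized GFP-positive differentiation at or above the plate's own cutoff, the solvent-only control mean plus 3 SD; inconclusive = no clear call, values can overlap the other calls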;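 also: cells exposed to compound for four days before flow analysis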
WT yeast gro inh: growth inhibition of WT yeast, mitochondrial fusion screen | mitochondrial fusion phenotypic screen, WT strain | inhibition, % at 10 µM | AID 1362 | hit rate 2.1% among 190,000; in the data active = inhibition above about 58%; tested in S. cerevisiae
Hep lipid drop: modulators of hepatic lipid droplet formation. inhibition, % at 6.5 µM. hit rate 0.4% among 240,000. AML12 mouse hepatocytes, oleate lipid droplets, BODIPY imaging;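 active = lipid droplet intensity inhibited by at least 50%, with more than 500 cells counted; inconclusive = wells with under 300 cells, treated as cytotoxic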
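Assay system: AML12 mouse liver cells | Compound: 6.5 µM single-point dosing | Schedule: Overnight exposure | Technique: Fluorescence imaging, 20x objective, two fields per well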
Autophagy HCS: modulators of autophagy. MEF GFP-LC3 puncta imaging; test concentration mostly 10 µM. calls only at 10 µM (by protocol). hit rate 0.98% among 190,000;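 active = percentage of spot-positive cells more than 3 SD above its plate mean, without a fluorescence outlier flag or 80% toxicity; inconclusive = no clear call, values can overlap the other calls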;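 also: spot-positive cell cutoff set from DMSO-treated cells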
WT yeast gro inh mutant strain: further read-out of WT yeast gro inh, marked with its call; inhibition, %; mitochondrial fusion phenotypic screen, mutant strain inhibition
Insulin prom up cell count: recorded beside Insulin prom up, whose call it bears; cell count; measured here: cytotoxicity, nuclei count;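 total cells summed across four imaged fields per well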
Hep lipid drop cells 6.5 µM: further read-out of Hep lipid drop, marked with its call; cell count; measured here: cell count, cytotoxicity flag;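 cells counted across two imaged fields per well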
b-catenin transl cell count 5 µM: further read-out of b-catenin transl, marked with its call; cell count; measured here: cell count, cytotoxicity flag
T cell modulator vesicle-bound %: second read-out of T cell modulator, no call of its own (marks repeat the call); double positive events, %; measured here: CD8+ vesicle-bound cell fraction;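 binding gate set so that unloaded-vesicle control wells show 10% double positive cells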
MT stabilizer Hoechst-high %: recorded beside MT stabilizer, whose call it bears; % Hoechst-high responders; measured here: nuclear condensation Hoechst responders;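 share of cells brighter than vehicle mean plus two SD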
MT stabilizer cytotoxicity %: second read-out of MT stabilizer, no call of its own (marks repeat the call); toxicity, %; measured here: cytotoxicity by cell density;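 0% = mean cell density of plate MIN control wells and 100% = no cells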
Autophagy HCS cell loss 18 h: recorded beside Autophagy HCS, whose call it bears; toxicity, %; measured here: cell loss, nuclei count;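 cell loss after 18 h compound exposure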
Myeloid diff 2 GFP+ MAC1+ %: also measured in Myeloid diff 2; calls as there; GFP+ MAC1+ double positive, %; measured here: differentiation confirmed by MAC1 staining
* marks the source's active call; other numbers are inactive results; i = inactive; ? = inconclusive; / = no result given; + = active, no number.

Values run as follows: Insulin prom up | Insulin prom up cell count | T cell modulator | T cell modulator vesicle-bound % | b-catenin transl | b-catenin transl cell count 5 µM | West Nile virus CPE | MT stabilizer | MT stabilizer Hoechst-high % | MT stabilizer cytotoxicity % | Myeloid diff 2 | Myeloid diff 2 GFP+ MAC1+ % | WT yeast gro inh | WT yeast gro inh mutant strain | Hep lipid drop | Hep lipid drop cells 6.5 µM | Autophagy HCS | Autophagy HCS cell loss 18 h
1: Nc1cccc(-c2cn3cccnc3n2)c1
 : 0.53 | 1327 | i | 55 | -0.5 | 1108 | -0.6% | 1.6 | 1.4 | 2.8 | i | 0.7 | 1 | -12 | 10 | 726 | i | 18
2: CN(C)CCNC(=O)c1cc2sc3ccccc3c2s1
 : -0.29 | 1176 | i | 36 | 1.2 | 1043 | 25µM* | 5.8 | 4.0 | 8.3 | i | 0.6 | 1 | 13 | 9 | 662 | i | 3
3: Cc1nn(Cc2ccc(Br)cc2)c(C)c1NC(=O)c1nn(C)cc1Cl
 : 1.5 | 1237 | i | 20 | 1.7 | 863 | -0.5% | 4.5 | 2.4 | 7.7 | i | 1.7 | -3 | -10 | -5 | 754 | i | 2
4: Cc1ccc(N(CC(=O)NC2CCCCC2)C(=O)CNC(=O)c2ccco2)c(C)c1
 : / | / | i | 30 | / | / | -1.0% | / | / | / | i | 0.2 | / | / | -7 | 793 | / | /
5: COCc1cc(C)nc(N2CCN(c3ccccc3)CC2)c1C#N
 : -0.45 | 1106 | i | 47 | 2.3 | 1107 | -0.7% | 5.9 | 2.3 | 4.3 | i | 0.1 | 11 | -7 | 5 | 788 | i | -2
6: COc1cccc(C2C(C#N)=C(N)Oc3cc(C)n(Cc4ccco4)c(=O)c32)c1 (stereo not drawn)
 : 0.36 | 1007 | i | 40 | -4.2 | 1150 | 0.0% | 3.6 | 4.4 | 7.0 | i | 1.4 | -31 | 5 | / | / | i | 16
7: COc1ccc(OC)c(S(=O)(=O)NCC(=O)O)c1
 : -0.08 | 1033 | i | 59 | -1.3 | 1338 | 0.8% | / | / | / | i | 0.6 | / | / | 0 | 709 | / | /
8: CCNC(=S)N/N=C(\C)c1cccc([N+](=O)[O-])c1
 : 0.17 | 1194 | i | 30 | -0.6 | 990 | 0.3% | 3.9 | 1.7 | 2.9 | i | 0.6 | 3 | 3 | 1 | 692 | i | 4
9: S=C(NCc1ccc(Cl)cc1)NCc1ccccn1
 : -1.1 | 1439 | i | 26 | 0.6 | 1515 | -0.3% | 2.7 | 1.4 | 7.2 | i | 0.5 | 15 | 20 | 3 | 682 | i | -31
10: CCc1ccc(-c2nc(CS(=O)CC(=O)NC3CC3)c(C)o2)cc1 (stereo not drawn)
 : / | / | i | 11 | / | / | 0.3% | / | / | / | i | 7.5 | / | / | 14 | 770 | / | /
11: Cc1ccc(SC(C)C(=O)O/N=C(\N)c2ccncc2)cc1 (stereo not drawn)
 : / | / | i | 27 | / | / | -0.3% | / | / | / | i | 0.4 | / | / | -24 | 710 | / | /
12: CNC(=O)/C(C#N)=C/c1c(F)cccc1Cl
 : -0.33 | 1098 | i | 36 | 1.9 | 1055 | -0.1% | 0.9 | 3.8 | 5.6 | i | 0.6 | 6 | 17 | -2 | 691 | i | 2
13: CCn1c2ccccc2c2nnc(SCCN3CCCCC3)nc21
 : / | / | i | 18 | / | / | -1.4% | / | / | / | i | 0.5 | / | / | -8 | 816 | / | /
14: O=C(COC(=O)Cc1c[nH]c2ccccc12)NC1CCCCC1
 : 0.33 | 1478 | i | 46 | -0.4 | 1022 | 0.2% | 1.9 | 2.1 | 6.6 | i | 0.2 | 3 | 6 | 20 | 711 | i | -1
15: CCOC1(c2ccccc2)CC1C(=O)N/N=C/c1cccc([N+](=O)[O-])c1 (stereo not drawn)
 : -0.43 | 1101 | i | 37 | 1.2 | 1372 | 1.2% | / | / | / | i | 0.3 | / | / | -7 | 702 | / | /
16: CCNC(=O)N(CCOC)CC1CCCN(C2Cc3ccccc3C2)C1 (stereo not drawn)
 : / | / | i | 46 | / | / | -0.4% | / | / | / | i | 0.2 | / | / | 2 | 807 | / | /
17: CCOC(=O)CN1C=C(c2ccc3ccccc3n2)C(C[N+](=O)[O-])c2ccccc21 (stereo not drawn)
 : 1.6 | 994 | i | 59 | / | / | -0.3% | 0.7 | 1.0 | 8.6 | + | 0.9* | 50 | 50 | -2 | 823 | i | 7
18: COc1ccc(/C=N/NC(=O)C2c3ccccc3Oc3ccccc32)c(OC)c1
 : -0.52 | 1811 | i | 38 | 1.8 | 975 | / | 4.3 | 1.2 | 2.0 | i | 3.3 | -1 | 21 | -6 | 614 | i | -35
19: Cn1c(Cc2cccc3ccccc23)nnc1SCC(=O)N1CCN(c2cccc(Cl)c2)CC1
 : / | / | i | 35 | 0.1 | 1202 | 0.2% | 0.8 | 1.6 | 14 | i | 0.0 | 43 | 28 | -5 | 768 | i | 3
20: Oc1c(CN2CCc3ccccc3C2)cc(Cl)c2cccnc12
 : 0.85 | 868 | i | 38 | / | / | ? | 2.8 | 1.2 | 21 | ? | / | 45 | 40 | / | / | ? | /

The last 3 entries of the part above come first, to join the parts.
Values run as follows: Insulin prom up | Insulin prom up cell count | T cell modulator | T cell modulator vesicle-bound % | b-catenin transl | b-catenin transl cell count 5 µM | West Nile virus CPE | MT stabilizer | MT stabilizer Hoechst-high % | MT stabilizer cytotoxicity % | Myeloid diff 2 | Myeloid diff 2 GFP+ MAC1+ % | WT yeast gro inh | WT yeast gro inh mutant strain | Hep lipid drop | Hep lipid drop cells 6.5 µM | Autophagy HCS | Autophagy HCS cell loss 18 h
18: COc1ccc(/C=N/NC(=O)C2c3ccccc3Oc3ccccc32)c(OC)c1
 : -0.52 | 1811 | i | 38 | 1.8 | 975 | / | 4.3 | 1.2 | 2.0 | i | 3.3 | -1 | 21 | -6 | 614 | i | -35
19: Cn1c(Cc2cccc3ccccc23)nnc1SCC(=O)N1CCN(c2cccc(Cl)c2)CC1
 : / | / | i | 35 | 0.1 | 1202 | 0.2% | 0.8 | 1.6 | 14 | i | 0.0 | 43 | 28 | -5 | 768 | i | 3
20: Oc1c(CN2CCc3ccccc3C2)cc(Cl)c2cccnc12
 : 0.85 | 868 | i | 38 | / | / | ? | 2.8 | 1.2 | 21 | ? | / | 45 | 40 | / | / | ? | /
21: C(=N\Nc1ccccn1)/c1ccc2c(c1)OCCO2
 : -0.16 | 1275 | i | 47 | -0.2 | 1211 | -0.1% | 1.5 | 2.7 | 4.5 | i | 0.8 | -5 | -8 | 2 | 643 | i | -1
22: CSc1ccc(CNC(=O)c2c(C)noc2C)s1
 : -0.39 | 1371 | i | 16 | -1.3 | 1174 | 0.1% | / | / | / | i | 0.6 | / | / | 1 | 752 | / | /
23: COc1ccc(C(=O)Nc2cccc([N+](=O)[O-])c2)cc1Br
 : / | / | i | 18 | / | / | 0.0% | 1.9 | 1.5 | 9.4 | i | 0.4 | / | / | / | / | i | 12
24: CN(C(=O)Cc1c(C(=O)O)n(C)c2ccccc12)c1ccc(F)cc1
 : 0.54 | 1319 | i | 51 | -1.0 | 1171 | 0.1% | 6.4 | 2.2 | 3.8 | i | 0.4 | -13 | 0 | -5 | 716 | i | 25
25: COc1ccc(-c2nnc(SCc3ncc(-c4ccccc4)o3)o2)cc1
 : 0.64 | 1516 | i | 39 | -7.5 | 968 | -0.8% | 3.3 | 2.0 | 9.9 | i | 0.3 | 7 | -3 | / | / | i | -7
26: Cc1ccc(S(=O)(=O)CCC(=O)Nc2cccc([N+](=O)[O-])c2)cc1
 : -0.28 | 1281 | i | 44 | -1.2 | 1133 | -0.3% | 2.0 | 3.0 | 6.6 | i | 0.0 | -5 | 5 | 6 | 679 | i | -3
27: O=C(c1ccc(Cl)cc1)C1CCN(C(=O)NC2CCCCC2)CC1
 : -0.3 | 1802 | i | 10 | -1.2 | 1046 | -0.1% | 2.0 | 0.4 | 22 | i | 4.5 | 19 | 16 | 70* | 659* | i | 5
28: CN(C)CCN(C(=O)/C=C/c1cccs1)c1nc2c(F)cc(F)cc2s1
 : 0.32 | 1323 | i | 0 | / | / | 2.9% | 21* | 23* | 48* | i | 1.0 | 26 | 20 | -18 | 662 | i | -1
29: COc1ccc(NC(=O)CSc2nccn2Cc2ccco2)c(OC)c1
 : / | / | i | 13 | / | / | -1.1% | / | / | / | i | 2.0 | / | / | 1 | 839 | / | /
30: CC(C)NC(=O)c1ccc2c(=O)n(Cc3ccco3)c(=S)[nH]c2c1
 : 2.4 | 1428 | i | 62 | 0.3 | 1300 | 0.0% | 0.8 | 1.5 | 11 | i | 1.0 | 17 | -2 | / | / | i | -11
31: Cc1nc2ccc(Br)cc2c(-c2ccccc2)c1C(=O)O
 : / | / | i | 23 | / | / | -0.1% | / | / | / | i | 0.3 | / | / | 4 | 421 | / | /
32: COc1cc(NC(=O)COC(=O)CSc2ccccc2F)c(C)cc1[N+](=O)[O-]
 : 0.14 | 1376 | i | 31 | 0.1 | 505 | 0.0% | 2.2 | 2.0 | 6.8 | i | 0.1 | -11 | 1 | -8 | 669 | i | 4
33: CNS(=O)(=O)c1cccc(C(=O)OCC(=O)Nc2sc3c(c2C#N)CCCCC3)c1
 : 1.7 | 1495 | i | 13 | 0.4 | 1063 | -0.3% | 5.5 | 2.8 | 7.8 | i | 0.0 | -4 | 4 | 1 | 682 | i | -16

The order is random; overall some 3.9% were active at least once.
